Compound activity from PubChem.
ST2 inh: blocks human ST2 binding to IL-33; Q01638; AlphaLISA ST2-Fc/biotin-IL-33 interaction, 1 h; inhibition, % for hits at 17 µM; 2.3% of 78,000 active; AID 1259354; in the data active means inhibition above about 30%; inconclusive means mostly about 10% to 28%
Target sequence (Q01638 whole entry, looked up): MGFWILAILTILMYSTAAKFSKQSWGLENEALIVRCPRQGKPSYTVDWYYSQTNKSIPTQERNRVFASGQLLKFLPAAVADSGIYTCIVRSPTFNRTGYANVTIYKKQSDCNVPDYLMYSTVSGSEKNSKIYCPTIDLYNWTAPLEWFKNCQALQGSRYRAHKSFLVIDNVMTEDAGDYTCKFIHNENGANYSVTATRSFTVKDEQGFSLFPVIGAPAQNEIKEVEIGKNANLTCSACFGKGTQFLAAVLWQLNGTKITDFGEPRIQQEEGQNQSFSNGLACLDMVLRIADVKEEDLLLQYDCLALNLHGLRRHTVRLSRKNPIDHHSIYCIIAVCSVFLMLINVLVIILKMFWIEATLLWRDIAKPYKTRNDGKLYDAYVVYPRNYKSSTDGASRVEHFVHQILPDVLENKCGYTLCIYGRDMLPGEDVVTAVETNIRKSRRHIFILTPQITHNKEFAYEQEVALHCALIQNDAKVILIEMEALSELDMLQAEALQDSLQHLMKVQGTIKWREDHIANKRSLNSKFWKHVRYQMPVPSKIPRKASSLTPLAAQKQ
* marks the source's active call; other numbers are inactive results; i = inactive; ? = inconclusive. Only part of the results is shown (hit frequency here may not be typical).

SMILES	ST2 inh
c1ccc(-n2cc(CN3CCCCC3c3nccs3)c(-c3ccc4c(c3)OCO4)n2)cc1 (stereo unspecified)	i
O=C(NC[C@@H]1C[C@@H]2C=C[C@H]1C21CC1)c1ccc(OC2CCN(Cc3ccccn3)CC2)cc1	i
CCC(Oc1ccccc1)C(=O)Nc1ccc(C)c(OCc2cc(=O)n3cccc(C)c3n2)c1 (stereo unspecified)	i
COC(=O)C1=C(C)N=C2SCCC(=O)N2C1c1cccc(F)c1 (stereo unspecified)	i
COc1ccc(N(CC(=O)N2CCOCC2)S(=O)(=O)c2ccc(C)c([N+](=O)[O-])c2)cc1	?
CN1C(=O)CC(C(=O)O)SC1=Nc1ccc(Cl)cc1 (stereo unspecified)	i
O=C(c1c[nH]c2ccc(S(=O)(=O)Nc3ccccc3F)cc2c1=O)N1CCCCC1	i
COc1cccc(-c2nc(S(=O)(=O)c3ccc(C)cc3)c(N(C)C)o2)c1	i
NCCNCCOc1ccc(OCc2ccccc2)cc1	?
O=C(c1cccc(C(F)(F)F)c1)C1CCCN(C(=O)c2ccoc2)C1 (stereo unspecified)	?
Cc1nn(C2CCCCC2)c2c1C(c1ccc3c(c1)nnn3C)CC(=O)N2 (stereo unspecified)	i
NC(=O)c1ccc(C(=O)N(C2CCCCC2)C2CCCCC2)cc1	i
N#Cc1sc2nc(C3CC3)cc(-c3ccccc3)c2c1N	?
COc1ccc(-n2nc3c(c2NC(=O)c2cc(Br)ccc2Cl)CSC3)cc1	i
COCCN(Cc1ccc(C)cc1)Cc1ccccn1	?
Cc1cc(C)nc(NS(=O)(=O)c2ccc(Nc3nc(-c4ccncc4)cs3)cc2)n1	i
CC(O)(CC(=O)NCC(=O)O)CC(=O)OC1C(O)CC2(C)C3=C(CCC2C1(C)C)C1(C)CCC(C(CO)CCC(O)C(C)(C)O)C1(C)C(O)C3 (stereo unspecified)	i
Cc1ccccc1C(=O)Nc1cccc(N=Cc2ccc([N+](=O)[O-])cc2)c1	?
CCN(CCn1cccn1)c1nc2nonc2nc1NCc1cccs1	?
CCN(CC)C(=O)c1cc(Br)c(C)c(C)c1C	i

In another format: results already given.
O=C(c1c[nH]c2ccc(S(=O)(=O)Nc3ccccc3F)cc2c1=O)N1CCCCC1
  ST2 inh = i
COc1cccc(-c2nc(S(=O)(=O)c3ccc(C)cc3)c(N(C)C)o2)c1
  ST2 inh = i
NCCNCCOc1ccc(OCc2ccccc2)cc1
  ST2 inh = ?

Continued:
SMILES	ST2 inh
O=C(Nc1ccc(F)cc1Cl)c1cc2c(=O)oc3ccccc3c2s1	i
Cn1ccnc1-c1ccc(N2CCCC(OCc3cccnc3)C2)nn1 (stereo unspecified)	i
CCOC(=O)CCNC(=O)N1CCOC(CCN(C)C)C1 (stereo unspecified)	i
O=C(NCc1cccnc1)c1cc(-c2cccs2)nc2ccccc12	?
NC(=O)CN1C(=O)CO[C@H]2CN(Cc3ccc(Cl)cc3)C[C@H]21	?
CN1CC2(CCN(C(=O)CCc3nc4ccccc4[nH]3)C2)OC1=O (stereo unspecified)	i
COc1ccc(N2CC(O)=C(c3nc4ccccc4c(=O)[nH]3)C2=N)c(OC)c1	?
CC1=NN(c2nc(-c3ccc(Cl)cc3)cs2)C(=O)/C1=C/c1ccc(N(C)C)cc1	?
O=C(c1csc(S(=O)(=O)NC2CCCC2)c1)N1CCCC1	i
C#CCNC(=O)C[C@@H]1O[C@H](CNCc2ccc(C(=O)O)cc2)[C@H]2OC(C)(C)O[C@H]21	?
Cc1ccc(Cl)cc1N1CCN(Cc2nc3c(c(=O)[nH]c(=O)n3C)n2CC(N)=O)CC1	i
CCCCCCCCCCCCCCCC(=O)NCCO	?
Nc1c(C(=O)NCc2ccccc2)nnn1Cc1cccc(F)c1	?
Clc1ccc(C2CC(c3ccccc3)Nc3ncnn32)cc1 (stereo unspecified)	i
CC(=O)c1ccc(N=C2NC(=O)C(CO)(CO)S2)cc1	i
Cn1c(=O)c2c(nc(N3CCN(c4ccccn4)CC3)n2Cc2ccccc2F)n(C)c1=O	i
CCCN1CCN(CCCNC(=O)COc2ccc3c(c2)C(=O)CC(C)(C)O3)CC1	i
CC(C)c1cc(NC(=O)c2ccc(CN3CC[C@H](O)C3)cc2)n(C)n1	i
COc1ccc(/C=C/c2nc(=O)cc(-c3ccccc3)o2)cc1	?
CCOC(=O)N1CCN(C(=O)C2CCC(=O)N(Cc3cccc(C(F)(F)F)c3)C2)CC1 (stereo unspecified)	i
COc1cc(Cl)c(C)cc1NC(=O)Cc1cccs1	i
COc1ccccc1/C=C(\C#N)c1nc(-c2ccc(OC)c(OC)c2)cs1	?
CCN(CC)CCCNC(=O)c1cc2c(-c3ccc(Cl)cc3)nn(C)c2s1	?
O=C1NC(=Nc2ccccc2)S/C1=C/c1ccc(O)c(O)c1	35%*
CS(=O)(=O)Nc1cc(-c2noc([C@@H]3CCCN3Cc3ccccn3)n2)ccn1	i
O=C(c1ccccc1-c1ncn[nH]1)N1CCOC(c2ccc(Cl)cc2)C1 (stereo unspecified)	?
CC(C)NC(=O)[C@@H]1C[C@@H](n2cc(-c3cccc(Cl)c3)nn2)CN1	i
CCC(C(=O)N1Cc2cnc(-c3ccccc3)nc2C1)N1CCOCC1 (stereo unspecified)	i
Cc1ccccc1N=c1oc2cc(O)ccc2cc1C(N)=O	i
CN1CCCN(Cc2cccc(Cl)c2)CC1	i
CC(C)COc1ccccc1CN(C)C(=O)CC1CCS(=O)(=O)C1 (stereo unspecified)	?
O=C(NCCCn1ccnc1)c1cc(-c2cccs2)on1	i
CS(=O)(=O)c1ccc2nc(NC(=O)c3ccc(=O)n(Cc4c(F)cccc4Cl)c3)sc2c1	?
Cc1nc2ccc(S(=O)(=O)N3CCc4c(nc[nH]c4=O)C3)cc2s1	?
N#CC1=C([S-])N[C@@](O)(c2ccccc2)[C@H]([n+]2ccc3ccccc3c2)[C@H]1c1ccncc1	?
CC(C)Sc1oc(-c2ccc(F)cc2)nc1S(=O)(=O)c1ccccc1	i
CC(C)C1CN(C(=O)c2cccnn2)CCCN1CC1CC1 (stereo unspecified)	i
CN(C(=O)c1ccc(Cl)c([N+](=O)[O-])c1)C1CCS(=O)(=O)C1 (stereo unspecified)	i
Cc1ccc(Nc2sc(C(=O)c3ccccc3)c(N)c2C(=O)NC(C)C)cc1	i
COC(=O)[C@@H]1Cc2ncn(Cc3ccc(OC)cc3)c2CN1C(=O)CC(C)(C)C	i
CC(=O)Nc1ccc(Cl)c(C(=O)NCCC2=CC[C@H]3C[C@@H]2C3(C)C)c1	i
COc1cccc(-c2noc(-c3ccc(N4CCCC(CO)C4)nc3)n2)c1OC (stereo unspecified)	i
CSCC(=O)N1CCC(CCC(=O)N2CCC(Cc3ccccc3)CC2)CC1	?
COc1ccc(N2C(=O)C(O)=C(C(C)=O)C2c2cccc([N+](=O)[O-])c2)cc1 (stereo unspecified)	i
Cc1cccc(-c2cc(N3CCN(S(=O)(=O)c4c(C)noc4C)CC3)ncn2)c1	i
O=C(CCN1Cc2ccccc2C1=O)N1CCOC(Cc2ccccc2)C1 (stereo unspecified)	i
COCCCNc1nc(-c2ccc([N+](=O)[O-])cc2)nc2ccccc12	?
C=CCNc1ncnc2c1cnn2-c1ccc(OC)cc1	i
O=C1NC2=C(C(=O)c3ccccc32)C(c2ccccc2)N1 (stereo unspecified)	i
O=C(Nc1ccc(Cl)cc1)Nc1cccnc1	i
O=C(NCc1ccc2c(c1)OCCCO2)C1CCCN(Cc2ccco2)C1 (stereo unspecified)	i
CC(=O)c1cccc(NC(=O)c2ccccc2Br)c1	i
CCc1ccc(-c2nc(CN3CCCC(C(=O)NCCN4CCCC4)C3)c(C)o2)cc1 (stereo unspecified)	?
CCCNC(=O)c1nn2c(c1Cl)NC(c1ccc(Cl)cc1)CC2C(F)(F)F (stereo unspecified)	i
O=C(CSc1c2c(nc3ccccc13)CCC2)N1CCCC1	i
O=C(NC1CCN(Cc2ccccc2)CC1)c1c(F)cccc1F	i
CCOC(=O)c1cnn(-c2ccccc2)c1NC(=O)c1cccs1	i
Cc1cccc(NC(=O)c2cccc(C)c2)c1	i
O=C(CN(c1ccccc1)S(=O)(=O)c1ccc(Cl)cc1)N1CCCCC1	i
OC(c1ccccc1)c1nc2ccccc2[nH]1 (stereo unspecified)	i

Next part:
SMILES	ST2 inh
CC1(C)CC(=O)c2c(oc3ccc(NS(=O)(=O)c4ccccc4)cc23)C1	i
O=[N+]([O-])c1ccc(CN2CCCCCC2)o1	?
O=[N+]([O-])c1ccc2nn(-c3ccccc3)nc2c1	i
COc1ccc(NC(=O)N2CCCCC2CCN2CCOCC2)c(C)c1 (stereo unspecified)	i
O=S(=O)(c1cccc(C(F)(F)F)c1)N1CC(c2ccncc2)C1	i
CCN(CC)C(=O)Cn1cnc2sc(C(=O)Nc3cc(Cl)ccc3OC)c(C)c2c1=O	?
OC(C#Cc1ccccc1)(c1ccccc1)c1ccccc1	i
Cc1cccc(-n2nc3c(c2NC(=O)c2ccc(C)c(C)c2)CSC3)c1	i
Cc1cc(C)cc(-n2c(SCC(=O)N3CCOCC3)nc3c([nH]c4ccccc43)c2=O)c1	i
NC(=O)CO[C@@H]1CO[C@H]2[C@@H]1OC[C@@H]2NS(=O)(=O)c1cccs1	i
O=[N+]([O-])c1ccc(C2Nc3c(cccc3C(F)(F)F)C3C=CCC32)cc1 (stereo unspecified)	i
CC(C)Oc1ccc(C(=O)N(c2ccc(F)cc2)C2C=CS(=O)(=O)C2)cc1 (stereo unspecified)	i
CCN(CC)CCNC(=O)c1ccc(N=Cc2cc(Cl)cc(Cl)c2O)cc1	i
COc1cc(/C=C2/C(=O)N(c3cccc(Br)c3)N=C2C)cc(OC)c1O	?
C=CCNC(=O)/C(=C/c1ccc2c(c1)OCO2)NC(=O)c1ccccc1OC	i
COc1cc(Br)cc(/C=C2/NC(=O)NC2=O)c1OC	i
CCc1cccc(CC)c1N1C(=O)CCC1=O	i
Cc1ccc(-c2nccn2CCc2ccc(S(N)(=O)=O)cc2)o1	?
Cc1[nH]cnc1CSCCNC1CCC2(CCNCC2)CC1	i
COc1cccc(NC(=O)CSCc2ccc(Cl)cc2)c1	i
CCOC(=O)C1=C(C)Nc2nc(SC)nn2C1c1ccccc1OCC (stereo unspecified)	i
O=C(CSc1nc2ccccc2o1)Nc1ccc(Cl)c(Cl)c1	i
Cc1cc(NC(=O)c2ccccc2)nc2c1c(=O)oc1ccccc12	i
O=C1CSC(c2ccccc2)N1c1cccc(F)c1 (stereo unspecified)	i
Cc1ccc(-c2noc(CCC(=O)N3CCN(C)CC3)n2)cc1	i
CCc1nnc2c3cnn(-c4ccccc4)c3ncn12	?
COc1ccc2cc3cc(C(=O)NCCCN4CC(C)CC(C)C4)oc3nc2c1 (stereo unspecified)	i
CCN(C(=O)c1cc(C)oc1-c1ccccc1)C(C)CO (stereo unspecified)	i
Cc1ccc(CNS(=O)(=O)c2cccc3nonc23)o1	i
COCc1cn(CC2CCN(C(=O)Nc3cccc(OC)c3)CC2)nn1	i
Cc1cccn2c(=O)c3cc(C(=O)NC4CCCC4)n(C)c3nc12	?
Cc1cccc(NC(=O)CCC(=O)O)c1	i
O=C(c1cnc(CN2CCCC2)s1)N1C[C@@H]2[C@@H]3CC[C@@H](C3)[C@@H]2C1	i
Cc1cc(C)n(-c2ccc3cccc(O)c3n2)n1	i
CC(C)Cc1nc(CN(C)Cc2cc3n(n2)CCCNC3)no1	?
Cc1ccc(-n2ncc3c(NC(C)C)ncnc32)c(C)c1	i
O=C1C=CC(=NOS(=O)(=O)c2ccc(Cl)cc2)C=C1	48%*
O=C(c1cccc(N2CCOCC2)c1)N1CCCC(CO)(Cc2ccc(F)cc2F)C1 (stereo unspecified)	?
CC1=C(C(=O)OC(C)(C)C)C(c2cccnc2)C(C#N)=C(N)O1 (stereo unspecified)	i
CCC(=O)N1c2ccccc2NC2=C(C(=O)CCC2)C1c1ccc(C)cc1 (stereo unspecified)	?
Cc1c(NC(=O)c2noc3c2CCc2ccccc2-3)c(=O)n(-c2ccccc2)n1C	i
O=C1c2ccc([N+](=O)[O-])cc2C(=O)N1CNc1ccccc1Cl	i
CCCn1cnc2c1CN(S(=O)(=O)c1cccc(C(F)(F)F)c1)[C@H](C(=O)OC)C2	?
CCOC(=O)c1c(NC(=O)C(C)Oc2ccc(C)c(C)c2)sc(C)c1C (stereo unspecified)	i
O=C(NCC1CCCN(Cc2ccon2)C1)c1ccc(-c2ccccc2)cc1 (stereo unspecified)	?
COc1ccc(-n2ncc3c2CC(C)(C)CC3NC(=O)CCn2nc(C)cc2C)cc1 (stereo unspecified)	?
COc1cc2c3c(c1)C(C)=CC(C)(C)N3C(=O)C2=O	70%*
COc1ccc(N2CC(NC(=O)c3cc4ccccc4o3)CC2=O)cc1 (stereo unspecified)	?
CCOc1ccc(S(=O)(=O)NCc2nc3cccnc3n2Cc2ccc(CC)cc2)cc1	i
Cc1cc(Oc2cc(C#N)c(C#N)cc2[N+](=O)[O-])cc(C)c1Cl	39%*
CC(C)CCNS(=O)(=O)c1ccc2c(c1)CCN2C(=O)C1CC1	i

Among those listed so far, these contain a thiophene ring, fused or not.
SMILES	ST2 inh
N#Cc1sc2nc(C3CC3)cc(-c3ccccc3)c2c1N	?
CCN(CCn1cccn1)c1nc2nonc2nc1NCc1cccs1	?
O=C(Nc1ccc(F)cc1Cl)c1cc2c(=O)oc3ccccc3c2s1	i
O=C(NCc1cccnc1)c1cc(-c2cccs2)nc2ccccc12	?
O=C(c1csc(S(=O)(=O)NC2CCCC2)c1)N1CCCC1	i
COc1cc(Cl)c(C)cc1NC(=O)Cc1cccs1	i
CCN(CC)CCCNC(=O)c1cc2c(-c3ccc(Cl)cc3)nn(C)c2s1	?
O=C(NCCCn1ccnc1)c1cc(-c2cccs2)on1	i
Cc1ccc(Nc2sc(C(=O)c3ccccc3)c(N)c2C(=O)NC(C)C)cc1	i
CCOC(=O)c1cnn(-c2ccccc2)c1NC(=O)c1cccs1	i
CCN(CC)C(=O)Cn1cnc2sc(C(=O)Nc3cc(Cl)ccc3OC)c(C)c2c1=O	?
NC(=O)CO[C@@H]1CO[C@H]2[C@@H]1OC[C@@H]2NS(=O)(=O)c1cccs1	i
CCOC(=O)c1c(NC(=O)C(C)Oc2ccc(C)c(C)c2)sc(C)c1C (stereo unspecified)	i
